PGC1a acetyl inh: inhibitors of PGC1a acetylation signal, primary screen, cell-based, U2OS, AlphaScreen, inhibitor mode; AlphaScreen anti-acetyl-lysine; with virally co-expressed GCN5 acetyltransferase; inhibition, % at 15.6 µM; AID 651687, 2012; 350,000 tested, 0.17% active;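 active = every replicate shows inhibition of at least 40%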;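 also: 0% = neutral control wells and 100% = positive control wells; some results beyond the cut were filed as inactive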
C2C12 statin: suppressors of statin myotoxicity in C2C12 myotubes, primary screen, cell-based, single point, plate reader; C2C12 myotubes + simvastatin, ATP luminescence, 48 h; scaled: DMSO 0, geranylgeraniol control 100; rescue of ATP level, % at 7.49 µM; 330,000 tested, 0.78% active; AID 602340, 2012;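 active = mean ATP rescue above about 67%, or every replicate alone reaching that limit, limit read from the data, passing the limit was not always enough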;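 also: myotubes were challenged with 10 µM simvastatin during compound exposure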
Cneo AK release: Cryptococcus neoformans cell lysis inducers, primary screen, AK release luminescence, single concentration. C. neoformans lysis, adenylate kinase release luminescence, 4 h; normalised: neutral wells 0, clomiphene wells 100. 360,000 tested, 0.2% active. lysis activity, % at 15 µM;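 active = mean lysis activity across replicates of at least 80%, whatever share of replicates individually reach that level; inactive = mean lysis activity below 80%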
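Material – log-phase Cryptococcus neoformans yeast cells · Input – 5 × 10^6 yeast cells/mL · Medium – fresh YPD growth medium · Doses – single compound concentration per well · Timing – static 4 h at 37 °C with compound, 1 h detection · Detection – adenylate kinase release luminescence · Read-out – signal increase indicating cell lysis · Control set – Clomiphene as positive lysis control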
* hit, by the source's call. A portion of the library, so the mix of outcomes need not match the whole.

compound | PGC1a acetyl inh | C2C12 statin | Cneo AK release
COc1cc(-c2nc(-c3ccncc3)no2)cc(OC)c1OC | 8 | 33 | -8
O=C(CN1CCCN(S(=O)(=O)c2ccc(Br)s2)CC1)Nc1ccc(Cl)cc1 | 6 | 6 | 2
Cn1nc(C(=O)N2CCc3ccccc3C2)c2ccccc2c1=O | 3 | -1 | 0
COc1ccc(/C=N/OC/C(O)=C(\C#N)c2nc3ccccc3[nH]2)cc1 | -1 | 4 | 2
Cc1cc(=O)oc2cc(OCC(=O)NCc3cccnc3)ccc12 | -4 | -7 | 3
CCOc1ccc2nc(NC(NC(=O)CC)(C(=O)OC)C(F)(F)F)sc2c1 (centres undefined) | -5 | -2 | 3
CC(=O)c1ccccc1OCCCN1CCCCC1 | 1 | -1 | 0
O=c1oc2ccccc2nc1/C=C(\O)c1ccc(Br)cc1 | -4 | 21 | -2
COc1ccccc1C(=O)N1CCN=C1c1ccccc1 | 0 | 4 | 0
O=C(NCCCN1CCOCC1)c1ccc(CS(=O)(=O)Cc2ccccc2Cl)o1 | -1 | 5 | 0
C=CCc1c(C)[nH]c2ccc(C)cc2c1=O | -1 | 95* | 2
CCNC(=O)COC(=O)c1cc(=O)[nH]c2ccccc12 | 4 | -1 | -1
Cc1c(Cl)cccc1NC(=O)CCCCCN1C(=O)CCC1=O | 1 | 8 | 1
CC(=O)Nc1cccc(OCC(=O)Nc2ccccc2)c1 | -51 | -3 | 0
CCCCc1cc(=O)oc2cc(C)cc(OC(C)C(=O)O)c12 (centres undefined) | 8 | 16 | -1
Cc1c(Cl)c([N+](=O)[O-])nn1CC(=O)Nc1c(C)n(C)n(-c2ccccc2)c1=O | -4 | -1 | -2
Cc1cc(S(=O)(=O)N2CCN(c3ncccn3)CC2)ccc1-n1cnnn1 | -10 | 3 | 0
CCn1ncc2c1C(=O)NC1c3ccccc3C(=O)N21 (centres undefined) | -4 | 0 | 0
COc1ccccc1NC(=O)CN1CCN(C2c3ccccc3-c3ccccc32)CC1 | 4 | -6 | -4
O=C(NCCCN1CCCC1=O)NC12CC3CC(CC(C3)C1)C2 | -2 | 4 | -4
O=S(=O)(c1ccc(NC2CCCc3ccccc32)nc1)N1CCOCC1 (centres undefined) | -2 | -3 | 1
CCOC(=O)c1oc2ccccc2c1NC(=O)Cc1cccs1 | -12 | -4 | -1
COc1ccc(C(C(=O)NC2CCCC2)N(CCN(C)C)C(=O)c2snc(C(N)=O)c2N)cc1 (centres undefined) | 6 | -2 | 2
Cc1cccc(COc2ccc(/C(O)=C3\C(=O)C(=O)N(CCN(C)C)C3c3ccncc3)cc2)c1 (centres undefined) | -1 | -10 | 0
CCOc1ccc2nc(NC(=O)C3CCN(c4cnccn4)CC3)sc2c1 | -5 | -23 | -1
COc1ccc(N(CC(=O)N2CCc3ccccc32)S(=O)(=O)c2c(C)noc2C)cc1 | 4 | -2 | 0
Cc1noc(C)c1COc1cccc(C(=O)Nc2ccc(C#N)cc2)c1 | -7 | -14 | -2
O=C(Nc1c(C(=O)NCc2ccco2)cnn1-c1ccccc1)c1ccc(F)cc1 | -10 | 15 | 1
CCOC(=O)c1ccc(N2C(=O)c3n[nH]c(C)c3C2c2ccc(OC)c(OC)c2)cc1 (centres undefined) | 0 | -15 | -2
CC(C)C(=O)Nc1cccc(NC(=O)c2cc3ccccc3o2)c1 | -17 | 1 | -11
O=C(Nc1c(Cl)cccc1Cl)c1ccc(-c2ccccc2)cc1 | -6 | -28 | 0
CC(C)C[C@@H]1NC(=O)[C@H](CO)NC(=O)c2cc([N+](=O)[O-])cc(I)c2OCC[C@@H](C(N)=O)NC1=O | -4 | 4 | -1
Cc1cc(=O)[nH]c(SCC(=O)Nc2nnc(CC(C)C)s2)n1 | -5 | -1 | -3
Cn1c(CN2CCC(C(N)=O)CC2)c(C#N)c2ccccc21 | 6 | -6 | 0
O=C(NCc1ccc(F)cc1)C1CCN(C(=O)NCc2ccccc2)CC1 | -23 | 17 | 4
Oc1ccc(C(c2nnnn2C2CCCC2)N2CCc3ccccc3C2)cc1 (centres undefined) | 11 | 10 | 1
Cc1nc(CCNC(=O)Cc2ccccc2)cs1 | 20 | -1 | -2
Cc1cccc(NC(=O)Cn2cc(C(=O)c3ccco3)c3ccccc32)c1 | 7 | 0 | -2
COc1ccc(/C=N/NC(=O)CCn2c3ccccc3c3ccccc32)cc1O | -5 | -226 | -4
c1ccc(-c2csc(N3CCCCCC3)n2)cc1 | -15 | 13 | 2
COCCN(C(=O)C(F)(F)F)C(C(=O)NC1CCCCC1)c1ccco1 (centres undefined) | -8 | -2 | 0
O=C(c1cccc(C(F)(F)F)c1)N1CCC(O)(CS(=O)(=O)Cc2ccccc2Cl)CC1 | 18 | 0 | 1
CC(C)CCN1CN(S(=O)(=O)c2cccs2)c2nc3ccccc3nc21 | 0 | 1 | 0
CCOC(=O)c1c(NC(=O)C2COc3ccccc3O2)sc(C)c1C (centres undefined) | 5 | -10 | -1
O=C(c1ccco1)N1CCCC(c2ccccc2)C1 (centres undefined) | 6 | 8 | 0
Cc1ccc(NC(=O)CN2C(=O)S/C(=C\c3cc(C)n(C)c3C)C2=O)cc1 | -3 | -26 | -1
CCC(C)C(NC(=O)OC(C)(C)C)C(=O)NCc1ccco1 (centres undefined) | -5 | -6 | 1
Cc1cccc2cc3c(N)c(C(=O)Nc4ccc(N5CCOCC5)cc4)sc3nc12 | -6 | -38 | -3

Structures shown so far containing bromine (two):
compound | PGC1a acetyl inh | C2C12 statin | Cneo AK release
O=C(CN1CCCN(S(=O)(=O)c2ccc(Br)s2)CC1)Nc1ccc(Cl)cc1 | 6 | 6 | 2
O=c1oc2ccccc2nc1/C=C(\O)c1ccc(Br)cc1 | -4 | 21 | -2

(listing goes on)
compound | PGC1a acetyl inh | C2C12 statin | Cneo AK release
COC(=O)C(CC(C)C)NC(=O)c1cc(OC)c(OC)c(OC)c1 (centres undefined) | 3 | -5 | 0
O=C(NCc1ccccn1)c1ccc(=O)oc1 | 14 | 1 | 0
COc1ccc(-c2nc3ncccn3c2Nc2ccc3c(c2)OCCO3)cc1 | 4 | 4 | -2
CCN(CC)S(=O)(=O)c1ccc2nnn(OCC(=O)Nc3cccc(C#N)c3)c2c1 | -4 | -10 | -3
CN(c1cccc(NC(=O)CSc2ccc(Cl)cc2)c1)S(C)(=O)=O | 3 | -7 | 1
CNc1nc2c(c(=O)n(C)c(=O)n2C)n1Cc1ccccc1 | 3 | 4 | 0
Cc1nc2nc(-c3ccccc3)cc(=O)n2[nH]1 | 9 | 19 | -5
CCOc1cc(C2C(C(=O)O)c3cc(OCC)c(OCC)cc3C(=O)N2C)ccc1O (centres undefined) | 17 | 27 | 3
[O-][n+]1onc2c1CCc1nnccc1-2 | 4 | 84* | 0
COc1cc(OC)nc(NC(=O)CS(=O)(=O)c2ccccc2)n1 | 3 | -10 | -1
CC1CCN(CCCCOc2ccc(Cl)cc2)CC1 | 0 | -4 | -1
COc1ccc(CCNC(=O)c2c(O)c3cccc4c3n(c2=O)CC4)cc1OC | -5 | 0 | 3
CC1CCN(C(=O)CSc2nc3ccccc3c(=O)n2Cc2ccc3c(c2)OCO3)CC1 | 0 | 8 | -4
Cc1ccccc1C(=O)N1CCN(c2ccc(NC(=O)CSc3ccc(Cl)cc3)cc2)CC1 | 16 | 43 | 1
COCCCNS(=O)(=O)c1ccccc1 | 0 | 2 | -1
O=C(c1ccccc1)c1cnc(Nc2ccc(Cl)c(Cl)c2)s1 | 6 | -41 | 2
COc1cccc(-n2nnnc2S(C)(=O)=O)c1 | -200 | -178 | 2
Cc1cc(NC(=O)c2sc(Nc3cccc(C(F)(F)F)c3)nc2N)no1 | -1 | -25 | 1
CCn1c(COc2ccc(=O)n(-c3ccccc3)n2)nnc1SCc1ccccc1 | -1 | -17 | 3
COc1ccccc1N1CCN(C(c2cc3cc(C)ccc3[nH]c2=O)c2nnnn2C2CCCC2)CC1 (centres undefined) | 2 | 7 | -32
CN(C)/C=C/C(=O)c1ccc(N2CCN(c3ncc(C(F)(F)F)cc3Cl)CC2)cc1 | 30 | 134* | 3
C/C(NCC(C)(C)CN(C)C)=C(/C#N)C(=O)NCc1ccccc1 | 2 | 0 | 4
Cc1cccc2cc(C#N)c(NCCNC(=S)NCCCN3CCOCC3)nc12 | 2 | -10 | 0
O=c1c(-c2ccco2)[n+]([O-])c2ccccc2n1OCc1ccccc1F | -13 | 0 | 0
CCOC(=O)N1CCN(S(=O)(=O)c2ccc(C)cc2)C1c1ccccc1 (centres undefined) | -2 | -25 | 10
Cc1ccc(S(=O)(=O)Nc2cc(C)nn2-c2ccccc2)cc1 | 11 | 9 | -1
O=C(O)c1cc(S(=O)(=O)N2CCOCC2)ccc1N1CCOCC1 | 2 | 4 | -3
COC(=O)c1nc2n(n1)C(c1ccccc1OC)C1=C(CCCC1=O)N2 (centres undefined) | -3 | -5 | 4
CC(=O)OC1CCC(OC(C)=O)c2c1n([O-])c(C)c(C)[n+]2=O (centres undefined) | -4 | 2 | 3
COc1ccccc1N1CCN(C2CCCCC2NS(=O)(=O)c2ccc(Cl)cc2)CC1 (centres undefined) | -42 | 15 | -2
CS(=O)(=O)c1ccc2nc(NC(=O)CN3CCN(Cc4ccccc4)CC3)sc2c1 | -3 | 9 | 1
CN(C)c1ccnc(-n2cccc2/C=N/OCc2cccc(F)c2)c1C#N | -9 | -7 | -2
CCSC(=Nc1ccccc1)C1=C(O)COC1=O | 0 | 7 | 0
COC(=O)C1=C(C(=O)OC)SC2(S1)C(C(=O)OC)=C(C(=O)OC)SC1=C2c2cc(C)cc(C)c2NC1(C)C | 9 | -2 | 4
O=C(NCC12CC3CC(CC(C3)C1)C2)c1nc2ncccn2n1 | 6 | -2 | 0
CCCCOC(=O)NC(NCC(O)c1ccccc1)(C(F)(F)F)C(F)(F)F (centres undefined) | -3 | -18 | 0
Cn1c(=O)c2c(nc(SCCCO)n2Cc2ccccc2Cl)n(C)c1=O | -1 | -2 | 0
Cc1cnc(NC(=O)c2ccc3c(c2)C(=O)N(Cc2ccco2)C3=O)s1 | 2 | -6 | 0
O=C(COc1ccc(Br)cc1)OCc1nnc(-c2ccccc2)o1 | 3 | -2 | 1
COc1cc(C2c3c(oc4cc(C)c(C)cc4c3=O)C(=O)N2c2cc(C)ccn2)ccc1O (centres undefined) | 12 | 3 | 1
Cc1ccc(S(=O)(=O)N2CCC(C(=O)N[C@@H](C)C(=O)Nc3ccc4c(c3)OCO4)CC2)cc1 | 3 | -2 | 1
COc1ccc(C2NC(=S)N3C(c4ccc(OC)cc4)NC(=S)N23)cc1 (centres undefined) | 10 | -2 | 2
CCn1cc(C(=O)OCc2ccccc2)c(=O)c2ccc(C)nc21 | 4 | 13 | 0
CCOC(=O)Cn1c(-c2cccnc2Cl)nc2cc(C)c(C)cc21 | 10 | 12 | -3
CCc1ccc(C(CC(=O)c2ccc(Cl)cc2)C(=O)O)cc1 (centres undefined) | -15 | 10 | 0
CCS(=O)(=O)N1Cc2ccccc2CC1C(=O)N1CCN(c2cccc(C)c2C)CC1 (centres undefined) | -7 | 3 | 1
COc1ccccc1N1CCN(C(CNC(=O)c2ccc3c(c2)OCO3)c2cccnc2)CC1 (centres undefined) | -3 | 13 | -3
CCc1cc2cc(C)ccc2nc1SCC(=O)Nc1cc(C)on1 | 0 | 6 | 0

Quoted from the results shown (two entries):
compound | PGC1a acetyl inh | C2C12 statin | Cneo AK release
COc1ccccc1N1CCN(C(CNC(=O)c2ccc3c(c2)OCO3)c2cccnc2)CC1 (centres undefined) | -3 | 13 | -3
CCc1cc2cc(C)ccc2nc1SCC(=O)Nc1cc(C)on1 | 0 | 6 | 0

Next records follow:
compound | PGC1a acetyl inh | C2C12 statin | Cneo AK release
O=C(CSC1=NCCS1)NC1CCCC1 | -15 | 12 | 2
NC(=O)CC[C@@H]1NC(=O)[C@@H]2CCCN2C(=O)c2cc([N+](=O)[O-])cc(I)c2NCCCC[C@@H](C(=O)NC(CC(=O)O)C(N)=O)NC1=O (some centres undefined) | 12 | 5 | 0
Nc1c(C(=O)C2CC2)sc2nc(-c3ccccc3)cc(C(F)(F)F)c12 | 31 | 3 | -2
Cc1cc(C)n(C(=O)CSc2ccc(Cl)cc2)n1 | 5 | 0 | -1
Cc1ccc(-c2cc(C(F)F)nc(N3CCC(C)CC3)n2)cc1 | -19 | 14 | -1
Cc1ccc(Oc2nsnc2N2CCOCC2)cc1 | 9 | 7 | -1
Cc1nc(=O)c(-c2ccccc2)c(C)n1CCCO | -7 | 5 | 1
CCN(C(=O)c1cccc(F)c1)c1ccccc1C | -2 | 9 | 1
CCCCOC(=O)Nc1ccc(C(C)C)cc1 | 2 | -40 | -1
COc1ccc(CNC(=O)c2cccc3c(-c4ccc(F)c(F)c4)coc23)cc1OC | 0 | -11 | -1
COc1ccc(OCC(=O)Nc2ccccc2O)cc1 | -39 | 2 | -3
Cc1ccc(-n2c(Cc3cccs3)nnc2SCC(=O)Nc2ccc(S(N)(=O)=O)cc2)cc1 | -2 | 6 | 3
CCOc1ccc(C2C(C#N)=C(N)N3C(=C2C#N)Sc2ccccc23)cc1 (centres undefined) | -8 | 7 | 4

2 records picked at random from the list so far:
compound | PGC1a acetyl inh | C2C12 statin | Cneo AK release
CCCCOC(=O)Nc1ccc(C(C)C)cc1 | 2 | -40 | -1
Cc1nc(=O)c(-c2ccccc2)c(C)n1CCCO | -7 | 5 | 1
